High-throughput results (PubChem BioAssay)
APE1 inh: qHTS Assay for Inhibitors of the Human Apurinic/apyrimidinic Endonuclease 1 (APE1) | DNA repair nuclease/redox regulator APEX1 (Homo sapiens), P27695 | recombinant APE1, TAMRA/BHQ-2 abasic DNA cleavage fluorescence | Potency, µM (series often up to 65.8 µM), for inactives: at the top dose activity change, negative = inhibition, hits mostly inhibitors | 350,000 tested, 0.35% active | AID 2517, 2012;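 note: plate controls were vehicle for no effect and reference inhibitor for full effect; nearly all actives have a fitted effect of over 55% in size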
Target sequence (P27695 whole entry, looked up): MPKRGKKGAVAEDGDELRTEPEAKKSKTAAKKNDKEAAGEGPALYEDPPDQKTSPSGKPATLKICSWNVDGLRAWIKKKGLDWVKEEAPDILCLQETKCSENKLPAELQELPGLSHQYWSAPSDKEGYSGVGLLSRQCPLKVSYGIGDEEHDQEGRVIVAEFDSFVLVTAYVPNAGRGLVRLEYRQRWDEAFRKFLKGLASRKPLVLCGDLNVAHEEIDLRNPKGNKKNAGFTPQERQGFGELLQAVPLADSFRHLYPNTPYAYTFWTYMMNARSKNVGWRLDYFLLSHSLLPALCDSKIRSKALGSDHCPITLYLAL
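Substrate: short duplex with […] THF abasic site, 5'-TAMRA and 3'-BHQ-2, 50 nM final. APE1 at 0.75 nM, preincubated 15 min RT with compound. Fluorescence increase from first to third read measured activity.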
BLM inh: qHTS Assay for Inhibitors of Bloom's syndrome helicase (BLM). RecQ-like DNA helicase BLM (Homo sapiens), P54132. recombinant BLM DNA unwinding, fluorescence dequenching. Potency, µM (titrated, usually from 56.1 µM), for inactives: at the highest dose activity change, negative = inhibition, hits mostly inhibitors. 350,000 tested, 0.2% active. AID 2528, 2010;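 note: plate controls were vehicle for no effect and no enzyme for full effect; nearly all actives have a fitted effect of over 35% in size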
An asterisk follows results filed as active; u = inconclusive; x = not tested or not shown; [ ] = dose if it differs, or a comment. Calls come from the whole dose curve; as a rule, active = well fitted curve in the direction sought with a large enough effect; inconclusive = small, poorly fitted or top-dose-only effect, or another doubt; inactive = no such curve, though single readings can be large; an effect the other way counts as inactive or inconclusive. Potency is the fitted concentration of half-maximal effect. An excerpt (hit frequency here may not be typical).

SMILES	APE1 inh	BLM inh
NC[C@H]1O[C@H](O[C@H]2[C@H](O)[C@@H](O[C@H]3O[C@H](CO)[C@@H](O)[C@H](N)[C@H]3O)[C@H](N)C[C@@H]2N)[C@H](O)[C@@H](O)[C@@H]1O	-2%[21 µM]	x
CCOCC(=O)O	3%	x
COc1ccc2cc([C@H](C)CO)ccc2c1	-1%	x
CCCCCCCC[N+](CCCCCCCC)(CCCCCCCC)CCCCCCCC	1%	x
C=C1C=C(C(F)F)n2ncc(C(=O)NCCc3ccc(OC)c(OC)c3)c2N1	23%	x
c1ccc2cc(C3=NCCN3)ccc2c1	-6%	x
COc1ccc(C2=Nn3c(nnc3-c3ccccc3C(F)(F)F)SC2)cc1OC	-12%	x
COCCOC(=O)c1ccccc1C(=O)OCCOC	12%	x
COc1ccc(-c2no[n+]([O-])c2C#N)cc1	1%	x
CC(O)COC(C)(C)C (stereo not given)	4%	x
CCOC(=O)C1OC1c1ccccc1 (stereo not given)	-3%	x
CCO	15%	x
Cc1cccc(NC(=O)c2cnn3c2NC(=C2CC2)C=C3C(F)F)n1	10%	x
Oc1c(Cl)ccc(Cl)c1Cl	0%	x
COc1cc(-c2no[n+]([O-])c2C#N)cc(OC)c1OC	-4%	x
C[C@@H]1O[C@@H](OC[C@H]2O[C@@H](Oc3c(-c4ccc(OCCO)c(OCCO)c4)oc4cc(OCCO)cc(O)c4c3=O)[C@H](O)[C@@H](O)[C@@H]2O)[C@H](O)[C@H](O)[C@H]1O	-3%	x
Cc1ccc2c(c1[N+](=O)[O-])C(=O)c1ccccc1C2=O	-6%	x
Cc1cc(C)cc(O)c1	2%	x
CN1CC(=O)NC1=N	0%	x
O=Cc1ccc(CO)o1	16%	x
CCC(C)(C)C	-5%	x
CCc1ccccc1	0%	x
C=C1C=C(C(F)F)n2ncc(C(=O)Nc3ccc(C(C)CC)cc3)c2N1 (stereo not given)	40%	x
O=C(Cl)c1ccccc1[N+](=O)[O-]	-1%	x
O=C(OC[C@H]1O[C@](O)(COC(=O)c2cccnc2)[C@@H](OC(=O)c2cccnc2)[C@@H]1OC(=O)c1cccnc1)c1cccnc1	7%	x
Later entries
SMILES	APE1 inh	BLM inh
O=C(Cl)c1ccc([N+](=O)[O-])cc1	21%	x
CC1(C)CC[C@@]2(C(=O)O)C(C1)C1=CCC3[C@@]4(C)CC[C@H](O)C(C)(C)C4CC[C@@]3(C)[C@]1(C)C[C@H]2O (stereo not given in full)	25%	x
CC(C)(C)OC=O	1%	x
COc1ccc(C2=Nn3c(nnc3-c3ccccc3C(F)(F)F)SC2)cc1O[C@H]1CCOC1	22%	x
C=C(C)C(=O)OCCCCCCCCCC	4%	x
C=CC(=O)OCCCCCCOC(=O)C=C	0%	x
Nc1ccc(Cl)cc1[N+](=O)[O-]	1%	x
O=c1[nH]ncc2ccccc12	4%	x
FB(F)F	-1%	x
O=C(O)c1ccc(Cl)c(Cl)c1	20%	x
O=C(Cc1cccs1)N[C@@H]1C(=O)N2C(C(=O)[O-])=C(C[n+]3ccccc3)CS[C@H]12	28µM*	x
O=C1NC(=O)/C(=C/c2cccn2-c2ccc(P(O)O)cc2)N1	38%	x
O=C(CSc1nnc(-c2cccc(S(=O)(=O)N3CCCC3)c2)n1-c1ccccc1)Nc1ccc(Cl)cc1	-3%	x
C[C@@H]1CC2(OC[C@]3(C)O[C@H]23)O[C@H]2C[C@@]3(C)[C@@H]4CC[C@H]5C(C)(C)C(O[C@@H]6OC[C@@H](O)[C@H](O)[C@H]6O)CC[C@@]56C[C@@]46CC[C@]3(C)[C@@H]12 (stereo not given in full)	-4%	x
COc1ccc(Nc2nn3c(=O)c4ccccc4nc3s2)cc1	u	x
COc1cc2c(cc1OC)C(Cc1ccc(O)c(Oc3ccc(C[C@H]4c5cc(OC)c(OC)cc5CCN4C)cc3)c1)N(C)CC2 (stereo not given in full)	-2%	x
CC1CCC2CC1C2(C)C (stereo not given)	4%	x
CC(=O)OCc1ccco1	-6%	x
COC(=O)CS	-1%	x
O=Nc1ccc(NO)cc1	-3%	x
CCCCCCCCC1CO1 (stereo not given)	5%	x
COCC(=O)O	-3%	x
N#Cc1c(-c2ccc(F)cc2)no[n+]1[O-]	2%	x
CCOC(=O)OCC	19%	x
NC[C@@H]1CC[C@@H](N)[C@@H](O[C@H]2[C@H](O)[C@@H](O[C@H]3O[C@H](CO)[C@@H](O)[C@H](N)[C@H]3O)[C@H](N)C[C@@H]2N)O1	1%	x
Continuation:
SMILES	APE1 inh	BLM inh
CS(=O)(=O)NC(=O)CCC/C=C\C[C@H]1C(=O)C[C@@H](O)[C@@H]1/C=C/[C@H](O)COc1ccccc1	1%	x
CCO[C@@H]1O[C@H](C(COCc2ccccc2)OCc2ccccc2)[C@H](OCc2ccccc2)[C@H]1O (stereo not given in full)	0%[21 µM]	x
CO/N=C(\C(=O)N[C@@H]1C(=O)N2C(C(=O)OCOC(=O)C(C)(C)C)=C(/C=C\c3scnc3C)CS[C@H]12)c1csc(N)n1	-3%	x
CO[C@@H]1[C@@H](O[C@@H]2O[C@H](C)[C@@H](O[C@H]3C[C@@](C)(O)[C@@H](O)[C@H](C)O3)[C@H](N(C)C)[C@H]2O)[C@@H](CC=O)C[C@@H](C)[C@@H](O[C@@H]2CC[C@H](N(C)C)[C@@H](C)O2)/C=C/C=C/C[C@@H](C)OC(=O)C[C@H]1O	-2%[21 µM]	x
COc1ccccc1-c1csc(N2CCC(C(N)=O)CC2)n1	8%	x
CCCCCCCCCc1ccc(OCCOCCO)cc1	-1%	x
CCCCCCCCC	4%	x
C[C@@H]1NC(=O)[C@@H](N)CNC(=O)[C@H](C2CCNC(N)=N2)NC(=O)/C(=C/NC(N)=O)NC(=O)[C@H](CNC(=O)C[C@@H](N)CCCN)NC1=O (stereo not given in full)	u	x
CN(C)c1oc(-c2cccc3ccccc23)nc1C#N	52%[activator]	x
O=C(O)[C@H]1/C(=C/CO)O[C@@H]2CC(=O)N21	-3%	x
O[C@@H]([C@H](O)[C@@H](O)CBr)[C@@H](O)CBr	1%	x
CC[C@H]1OC(=O)[C@H](C)C(=O)[C@H](C)[C@@H](O[C@@H]2O[C@H](C)C[C@H](N(C)C)[C@H]2O)[C@](C)(OC)C[C@@H](C)C(=O)[C@H](C)[C@H]2N(CCCCn3cnc(-c4cccnc4)c3)C(=O)O[C@]12C	-4%	x
CCOCCOCC	0%	x
O=C(O)/C=C/c1ccc(/C=C/C(=O)O)cc1	3%	x
Cc1cc(-c2ccc(N=Nc3cc(S(=O)(=O)O)c4ccccc4c3N)c(C)c2)ccc1N=Nc1cc(S(=O)(=O)O)c2ccccc2c1N	25µM*	x
Nc1nnc(-c2cccc3ccccc23)o1	-3%	x
O=[N+]([O-])c1cccc(I)c1	3%	x
CC(C)(C)c1ccc(OCC2CO2)cc1 (stereo not given)	4%	x
C=C1C=C(C(F)F)n2ncc(C(=O)NCCc3ccccc3Cl)c2N1	23%	x
Nc1cccc(S(=O)(=O)O)c1	u	x
O=C(O)CC(C(=O)O)C(CC(=O)O)C(=O)O (stereo not given)	16%	x
O=C1OC(O)C(C(Cl)Cl)=C1Cl (stereo not given)	-7%	x
NC(=O)C1CCN(c2nc(-c3cccc4sc5ccccc5c34)cs2)CC1	-3%	x
CC(C)C=O	-7%	x
O=S(=O)(c1cccc(-c2n[nH]c(=S)n2-c2ccccc2)c1)N1CCCC1	-8%	x
Further structures.
SMILES	APE1 inh	BLM inh
Cc1ccc(CO)cc1	0%	x
NC(=O)C1CCN(c2nc(-c3cccc4ccccc34)cs2)CC1	-16%	x
N#Cc1c(-c2ccc(F)c(Br)c2)no[n+]1[O-]	5%	x
CCC=O	-2%	x
C[C@@H]1C/C=C/C=C/C=C/C=C/[C@H](O[C@@H]2O[C@H](C)[C@@H](O)[C@H](N)[C@@H]2O)C[C@@H]2O[C@](O)(C[C@@H](O)C[C@H]3O[C@@H]3/C=C/C(=O)O1)C[C@H](O)[C@H]2C(=O)O	0%[21 µM]	x
C=CCNc1oc(-c2cccnc2)nc1C#N	25%	x
CC(=O)[C@@]1(O)CC[C@H]2[C@@H]3C=C(Cl)C4=CC(=O)[C@@H]5C[C@@H]5[C@]4(C)[C@H]3CC[C@@]21C	3%	x
O=C1NC(Cc2ccc(O)cc2)c2nc3ccc(Cl)cc3c(=O)n2-c2ccccc21 (stereo not given)	-12%	x
CC(=O)OC[C@]12CC[C@H]3[C@@](C)(CC[C@H]4C(C)(C)CCC[C@]34C)[C@@H]1C[C@@H](C1=CC(=O)O[C@@H]1OC(C)=O)O2	6%	x
CO[C@@]1(NC(=O)C(C(=O)O)c2ccc(O)cc2)C(=O)N2C(C(=O)O)=C(CSc3nnnn3C)CO[C@@H]21 (stereo not given in full)	-5%[21 µM]	x
CSCCC=O	1%	x
CCCCCCCCCCCCCCC1CO1 (stereo not given)	2%	x
N#CCCS(=O)(=O)c1ccccc1	1%	1%
COC(=O)N1C(C)=Cc2ccccc2C1CC(C)=O (stereo not given)	3%	5%
C=CC1=C2C=C(C3CC3)N(C(CO)CO)C=C2C(=O)C(C)(OC(=O)c2ccco2)C1=O (stereo not given)	-3%[12.4 µM]	-12%[12.4 µM]
C=CCC(O)c1ccccc1 (stereo not given)	-4%	-1%
COCOc1c2c(c(OCOC)c3c(OCOC)cccc13)/C(=N/NS(C)(=O)=O)C1=C2CCCC1	-1%	-2%

Entries listed so far that have sulfur:
SMILES	APE1 inh	BLM inh
COc1ccc(C2=Nn3c(nnc3-c3ccccc3C(F)(F)F)SC2)cc1OC	-12%	x
COc1ccc(C2=Nn3c(nnc3-c3ccccc3C(F)(F)F)SC2)cc1O[C@H]1CCOC1	22%	x
O=C(Cc1cccs1)N[C@@H]1C(=O)N2C(C(=O)[O-])=C(C[n+]3ccccc3)CS[C@H]12	28µM*	x
O=C(CSc1nnc(-c2cccc(S(=O)(=O)N3CCCC3)c2)n1-c1ccccc1)Nc1ccc(Cl)cc1	-3%	x
COc1ccc(Nc2nn3c(=O)c4ccccc4nc3s2)cc1	u	x
COC(=O)CS	-1%	x
CS(=O)(=O)NC(=O)CCC/C=C\C[C@H]1C(=O)C[C@@H](O)[C@@H]1/C=C/[C@H](O)COc1ccccc1	1%	x
CO/N=C(\C(=O)N[C@@H]1C(=O)N2C(C(=O)OCOC(=O)C(C)(C)C)=C(/C=C\c3scnc3C)CS[C@H]12)c1csc(N)n1	-3%	x
COc1ccccc1-c1csc(N2CCC(C(N)=O)CC2)n1	8%	x
Cc1cc(-c2ccc(N=Nc3cc(S(=O)(=O)O)c4ccccc4c3N)c(C)c2)ccc1N=Nc1cc(S(=O)(=O)O)c2ccccc2c1N	25µM*	x
Nc1cccc(S(=O)(=O)O)c1	u	x
NC(=O)C1CCN(c2nc(-c3cccc4sc5ccccc5c34)cs2)CC1	-3%	x
O=S(=O)(c1cccc(-c2n[nH]c(=S)n2-c2ccccc2)c1)N1CCCC1	-8%	x
NC(=O)C1CCN(c2nc(-c3cccc4ccccc34)cs2)CC1	-16%	x
CO[C@@]1(NC(=O)C(C(=O)O)c2ccc(O)cc2)C(=O)N2C(C(=O)O)=C(CSc3nnnn3C)CO[C@@H]21 (stereo not given in full)	-5%[21 µM]	x
CSCCC=O	1%	x
N#CCCS(=O)(=O)c1ccccc1	1%	1%
COCOc1c2c(c(OCOC)c3c(OCOC)cccc13)/C(=N/NS(C)(=O)=O)C1=C2CCCC1	-1%	-2%
